High-throughput results as filed in PubChem BioAssay.
MC4R barr agon = agonists of human melanocortin 4 receptor (MC4R) beta-arrestin; P32245; U2OS MC4R beta-arrestin complementation, luminescence; percent of melanotan II response, DMSO zero; activation, % at 8.9 µM; actives 0.98% (n = 360,000);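 active = activation above a per-plate cutoff, the mean activation of sample wells on that plate plus 3 SD, cut at about 8% in these data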
aDG glyco act = alpha-DG glycosylation activation. activation, % at 10 µM. actives 0.22% (n = 360,000). AID 624168. Pro5-aDG cells, alpha-DG glycosylation AlphaScreen (IIH6); 0% Pro5, 100% B10-LARGE cell signal;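 active = activation of at least 8% versus controls, or a plate z-score of at least 8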;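 also: Pro5 are CHO cells carrying HIG-tagged alpha-DG that lacks glycosylation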
ABCB6 inh MLPCN = inhibitors of human ABC transporter ABCB6; Q9NP58; K562-ABCB6 porphyrin accumulation, flow cytometry, 1 h; stronger effect = lower value; fluorescence ratio to DMSO, % at 10 µM; actives 0.19% (n = 360,000);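 active = fluorescence ratio to DMSO below 75%, the collection mean minus 3 SD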;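 also: signal is porphyrin accumulated inside mitochondria; 100% equals median channel fluorescence of DMSO control wells; lower ratio means ABCB6 inhibition with less porphyrin fluorescence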
H9c2 protect = myocardial damage modulation in H9c2 cells. H9c2 cardiomyocytes, H2O2 injury protection, ATPLite, 2 h. protection from H2O2 cell death, % at 20 µM. actives 0.63% (n = 360,000). AID 588492;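 active = compounds giving at least 50% protection of heart cells from peroxide-induced death in the single-dose screen, raw or plate-pattern-corrected value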;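 also: 0% = DMSO wells with peroxide and 100% = DMSO wells without peroxide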
ABHD5-PLIN5 inh = inhibitors of human ABHD5-perilipin-5 interaction; Q00G26+Q8WTS1; Split G. princeps luciferase complementation, luminescence, 4 h; inhibition, % at 4 µM; actives 0.78% (n = 360,000); AID 602281;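 active = inhibition above the mean inhibition across every tested compound plus 3 SD, cut at about 22% in these data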;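 also: 0% = DMSO only wells and the 100% control is not disclosed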
Target sequence (Q00G26 whole entry, looked up): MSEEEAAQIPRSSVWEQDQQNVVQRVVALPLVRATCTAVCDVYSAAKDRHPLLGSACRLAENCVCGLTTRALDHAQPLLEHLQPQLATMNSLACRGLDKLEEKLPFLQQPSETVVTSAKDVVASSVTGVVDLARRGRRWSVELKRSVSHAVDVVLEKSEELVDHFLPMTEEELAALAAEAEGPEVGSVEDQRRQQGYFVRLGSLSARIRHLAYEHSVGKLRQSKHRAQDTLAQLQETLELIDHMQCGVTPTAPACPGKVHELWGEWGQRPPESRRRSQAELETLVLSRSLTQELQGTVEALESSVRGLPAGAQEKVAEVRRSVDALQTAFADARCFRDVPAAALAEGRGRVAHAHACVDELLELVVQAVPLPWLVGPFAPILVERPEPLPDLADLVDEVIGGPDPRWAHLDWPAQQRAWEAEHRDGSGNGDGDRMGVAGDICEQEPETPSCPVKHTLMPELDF
Target sequence (Q8WTS1 whole entry, looked up): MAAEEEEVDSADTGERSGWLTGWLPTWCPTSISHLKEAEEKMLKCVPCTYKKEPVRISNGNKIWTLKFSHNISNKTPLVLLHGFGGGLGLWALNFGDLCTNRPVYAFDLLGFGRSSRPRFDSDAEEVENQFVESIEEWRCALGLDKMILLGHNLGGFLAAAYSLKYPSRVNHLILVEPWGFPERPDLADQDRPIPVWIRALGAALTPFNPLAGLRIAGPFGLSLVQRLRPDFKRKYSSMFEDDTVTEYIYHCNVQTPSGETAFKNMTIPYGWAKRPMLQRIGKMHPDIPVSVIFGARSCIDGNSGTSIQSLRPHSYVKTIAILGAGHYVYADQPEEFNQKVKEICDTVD
MC4R antag cAMP = antagonists of human melanocortin 4 receptor (MC4R). P32245. MC4R-expressing cells, MTII-stimulated cAMP, LANCE TR-FRET. inhibition, % at 6.5 µM. actives 0.48% (n = 360,000). AID 540295;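 active = inhibition above its plate's cutoff, the mean of tested wells on that plate plus 3 SD, cut at about 29% in these data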;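 also: 0% = Melanotan II alone and 100% = Melanotan II plus saturating MCL0020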
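System: U2OS cells stably expressing human melanocortin 4 receptor (MC4R). Reagent: Melanotan II challenge after compound preincubation. Doses: 6.5 µM. Times: 30-min compound, 1-h challenge, 1-h detection, room temperature. Measured by: TR-FRET with Eu-cAMP and labeled anti-cAMP, 671 nm. Replicates: singlicate.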
Granule exo inh = lytic granule exocytosis inhibition | TALL-104 LAMP-1 surface exposure, flow cytometry; cells stimulated with thapsigargin and PMA | inhibition, % at 10 µM | actives 0.66% (n = 360,000) | AID 651702;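 active = inhibition above about 55%, limit read from the data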
hiPSC survival = increases survival of single human iPS cells; hiPSC single-cell survival, ATPlite luminescence; 100% = ROCK inhibitor wells, 0% = DMSO; survival enhancement, % at 20 µM; actives 0.044% (n = 360,000); AID 602274; in the data active = survival enhancement above about 18%;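 also: cells exposed to compounds for 16 hours before the ATP read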
Glyco luc inh = N-linked glycosylation inhibition; actives 0.23% (n = 360,000); reporter increase, % at 12.5 µM; AID 588692; D54 ERlucT glycosylation luciferase reporter, 24 h; percent of 100 nM tunicamycin response;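 active = mean luciferase reporter signal, scaled so untreated is 0 and the glycosylation-blocking control 100, at or above a set limit in every replicate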;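 also: luciferase carries N-glycosylation sites so blocking glycosylation raises the light; 0% = median of neutral control wells and 100% = median of 100 nM tunicamycin wells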
m5-HT2A agonist = mouse HTR2A agonism via beta-arrestin recruitment | CHO-K1 mHTR2A beta-arrestin complementation, luminescence; percent of 30 µM serotonin response | activation, % at 7.6 µM | actives 0.66% (n = 360,000);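 active = activation above a run cutoff, the mean activation of all tested compounds plus 3 SD, cut at about 14% in these data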;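 also: 0% = plate median of compound wells and 100% = 30 µM serotonin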
The depositor's hits bear a star; / = no result given.

SMILES	MC4R barr agon	aDG glyco act	ABCB6 inh MLPCN	H9c2 protect	ABHD5-PLIN5 inh	MC4R antag cAMP	Granule exo inh	hiPSC survival	Glyco luc inh	m5-HT2A agonist
O=C(NC(Cc1cn(Cc2ccccc2)cn1)C(=O)O)OCC1c2ccccc2-c2ccccc21 (stereo not drawn)	/	-0.2	95	2	1	/	-3	0.0	3	1
O=C(O)c1ccc(N/N=C/c2cn(-c3ccccc3)nc2-c2cccs2)cc1	0.8	0.2	102	-18	-9	13	9	-0.5	-10	4
O=S(=O)(Nc1ccc(O)c(NS(=O)(=O)c2ccccc2)c1)c1ccccc1	-1.9	-0.1	102	-7	1	12	-2	-0.3	0	-8
COCC(=O)N(C)C[C@H]1N[C@@](Cc2ccccc2)(C(=O)OC)[C@H]2C(=O)N(C)C(=O)[C@@H]12	1.1	0.0	104	0	-2	15	1	-2.3	0	14
COc1ccc(C(=O)Nc2c(F)c(F)c(F)c(F)c2F)c(OC)c1	-1.4	0.0	101	-2	-7	4	0	1.4	-4	-7
O=C(CSc1ncnc2ccccc12)c1cccs1	3.0	-0.3	98	-10	7	6	-1	-0.4	-8	-1
COc1ccccc1NC(=O)Cn1c(=O)n(CCc2c[nH]c3ccccc23)c(=O)c2cccnc21	0.8	-0.3	97	-5	8	-2	1	-0.4	-2	-1
Cc1cccc(N2CCN(Cc3ccc(Br)o3)CC2)c1C	1.6	0.0	94	-5	-2	13	-15	-0.1	-2	-2
Cc1c(NC(=O)c2ccc(=O)oc2)c(=O)n(-c2ccccc2)n1C	-2.9	-0.2	99	7	6	3	-8	1.1	3	0
C[C@@H]1CCC[C@@]2(O[C@@H](CCO)C[C@@H](O)[C@@H]2O)O1	-1.9	0.6	92	10	7	4	-10	-0.2	1	1
Cc1cc(C)n2nc(C(=O)NCc3ccccc3)cc2n1	-1.8	-0.1	104	-6	6	10	4	-0.2	1	1
ClC(Br)=C(n1cnc2ccccc21)n1cnc2ccccc21	1.0	0.4	107	-19	-1	13	1	2.6	0	-2
O=Cc1ccc(-c2nc3ccccc3s2)o1	1.2	0.4	105	-5	-3	22	-3	-0.7	-5	6
Fc1ccc(NC(=S)N2CCSC2c2cccs2)cc1 (stereo not drawn)	-0.7	0.0	102	-2	-16	20	1	-0.3	0	-5
CCc1c(-c2cccc(OC)c2)ncn1Cc1cccc(-c2ccccc2)c1	/	0.3	/	/	-4	/	10	/	/	-7
O=C(O)c1ccc(Oc2ccc([N+](=O)[O-])cc2)c([N+](=O)[O-])c1	-0.3	-0.2	97	-2	5	4	3	3.4	1	4
N#CC(Cc1ccc(OC(F)F)cc1)c1nc2ccccc2[nH]1 (stereo not drawn)	-0.9	0.3	98	-6	-2	10	-2	-0.6	1	-3
CCOc1ccc2ccccc2c1/C=N/NC(=O)CNC(=O)c1ccccc1F	-0.6	0.0	97	4	5	12	16	0.1	1	-6
N#Cc1ccc(-c2nc3ccc(Br)cn3c2Cc2ccccc2)cc1	-0.1	0.4	102	-8	-5	-1	13	1.7	-1	1
Cc1ccc(C(=O)Cn2c(N3CCOCC3)nc3c2c(=O)n(C)c(=O)n3C)cc1	1.1	0.4	105	2	-8	22	-3	0.8	1	-3
CCn1c(C)nc2cc(C(=O)NNC(=S)Nc3ccc(F)cc3)ccc21	-3.0	0.2	97	-2	5	2	0	1.1	-1	3
CCNC(=S)N1CCN(c2ccccc2OCC)CC1	4.7	0.5	102	4	1	-7	-2	-2.7	1	0
CCCC(=O)c1ccc(N2CCN(C(=O)c3ccccc3)CC2)c(F)c1	-0.7	1.8	94	-32	-2	-1	-4	-1.6	-2	-4
Cc1cccc(-c2n[nH]c(=S)n2/N=C/c2cccs2)c1	-0.2	0.1	104	3	3	25	-2	1.0	-2	5
CC(NC(=O)/C(C#N)=C/c1ccc([N+](=O)[O-])o1)c1ccccc1 (stereo not drawn)	-1.6	-0.2	256	-14	29*	6	67*	2.6	3	-7
COc1cccc(N2CCN(C(=O)CCc3nnc4ccc(N5CCOCC5)nn34)CC2)c1	-0.9	-0.1	93	9	-1	10	-7	0.4	2	-4
Cc1cc(C)nc(SCc2ccc(Cl)cc2)n1	-0.8	0.1	97	-5	-8	-9	-4	-0.5	-3	-2
O=C(CC1C[C@H](C(=O)N2CCOCC2)[C@@]2(CCC3CCCC3)c3[nH]c4ccccc4c3CCN2C1=O)NCCN1CCOCC1 (stereo partly drawn)	-0.2	-0.4	93	-12	-11	-3	0	-2.1	3	1
CCn1c2ccccc2c2cc(NC(=O)c3ccc(=O)oc3)ccc21	5.5	0.0	116	-1	11	10	78*	0.0	7	-5
CC1=C(C(=O)OCCOC(C)C)C(c2cc3c(cc2Br)OCO3)CC(=O)N1 (stereo not drawn)	1.3	0.1	101	-2	6	3	3	-0.9	0	3

2 compounds drawn at random from those above:
SMILES	MC4R barr agon	aDG glyco act	ABCB6 inh MLPCN	H9c2 protect	ABHD5-PLIN5 inh	MC4R antag cAMP	Granule exo inh	hiPSC survival	Glyco luc inh	m5-HT2A agonist
Cc1cccc(N2CCN(Cc3ccc(Br)o3)CC2)c1C	1.6	0.0	94	-5	-2	13	-15	-0.1	-2	-2
Cc1cc(C)nc(SCc2ccc(Cl)cc2)n1	-0.8	0.1	97	-5	-8	-9	-4	-0.5	-3	-2

The listing continues.
SMILES	MC4R barr agon	aDG glyco act	ABCB6 inh MLPCN	H9c2 protect	ABHD5-PLIN5 inh	MC4R antag cAMP	Granule exo inh	hiPSC survival	Glyco luc inh	m5-HT2A agonist
CN(CC(=O)Nc1ccc(Cl)c(C(F)(F)F)c1)C(=O)C1CCC1	-5.7	-0.2	101	-10	-7	2	-2	-0.5	0	-1
CCCC(=O)NC(C)C(c1cccs1)N1CCN(C)CC1 (stereo not drawn)	-1.8	0.1	99	-1	2	1	1	-0.9	2	1
O=[N+]([O-])c1ccc(NNC(=S)Nc2ccc(F)cc2)cc1	-3.3	0.0	105	-18	-30	22	2	4.8	-3	-2
CC(NC(=O)c1ccccc1)C(=O)N/N=C/c1ccccc1 (stereo not drawn)	0.9	0.5	103	3	-2	24	1	-2.2	-1	2
O=C(NC1CCCCC1)NC1CC2CCCC(C1)N2C1CCCC1 (stereo not drawn)	-1.4	-0.1	90	3	-9	8	-2	0.1	2	-8
O=S(=O)(NC(=S)c1ccccc1)c1ccccc1	-2.9	-0.1	102	4	-4	9	-3	-0.4	2	-3
CCOC(=O)c1c(NC(=O)CSc2ncccn2)sc2c1CCN(Cc1ccccc1)C2	-2.2	-0.2	100	-3	4	6	2	-1.7	-5	-9
Cn1c(N)c(C(=O)COC(=O)CSc2ccc(Cl)cc2)c(=O)n(C)c1=O	1.6	-0.2	98	-4	5	16	1	-0.3	0	4
COc1ccccc1C(=O)Nc1ccc(Oc2nnc(-c3ccc(C)cc3)c3ccccc23)cc1	1.3	0.8	104	0	-2	10	-2	-0.9	-6	0
Cc1cc(N2CCCC2)ccc1/C=C1/C(=O)N(C)C(=S)N1C	4.0	-0.6	316	-1	-3	5	-4	2.0	14	-2
COc1cccc(/C=C2\SC(=S)N(NC(=O)c3ccncc3)C2=O)c1	-3.7	-0.2	101	-14	-10	-2	0	-1.2	1	4
C=C(C)CN(CC)C(=O)c1ccc(OC2CCN(S(=O)(=O)N(C)C)CC2)cc1	-2.5	0.0	95	0	-2	5	-1	1.2	-3	0
c1cncc(CNc2ncnc3sccc23)c1	-1.1	0.3	108	-13	2	10	-1	-0.3	-2	-2
O=C1Nc2ccccc2CN2C(=O)c3cc(Cl)ccc3NC(=O)C12 (stereo not drawn)	/	-0.1	98	4	6	/	-5	-1.3	2	0
COc1ccc(NC(=O)NCCCN2CCCC2=O)cc1	-1.2	-0.1	98	2	0	8	-6	-0.6	3	3
CC(C)(C)/C(O)=C/c1nc2ccccc2[nH]c1=O	1.5	-0.3	96	13	3	-7	2	0.2	5	5
CCN(CC)CCOc1ccccc1OC	-4.6	0.5	99	3	-6	3	4	-0.5	3	-2
CC12CN3CCN(CC(C3)/C1=N/NC(=O)Nc1ccccc1)C2	-1.1	0.1	106	0	-4	4	-2	4.3	1	-5
Cn1cc(CC(=O)N2CCN(c3ccccc3F)CC2)c2ccccc21	-0.7	-0.3	88	-8	-3	-9	-1	-0.3	-2	-10
CCC(NC(=O)C1C2C=CC(C2)C1C(=O)O)c1ccc(C)cc1 (stereo not drawn)	0.5	0.0	103	3	-4	12	6	-0.7	1	0
CCCCn1c(-c2ccco2)n[nH]c1=S	-2.5	-0.4	99	3	-4	0	-5	3.7	3	5
CCOc1ccc(CNC(=O)Cn2c(=O)c3cccn3c3ccccc32)cc1	22*	0.1	95	2	1	5	-3	-0.4	-1	-3
CCN(CC)C(=O)c1cc2c(=O)n3cccc(C)c3nc2s1	-0.1	-0.1	97	18	-6	-2	-11	-0.1	-1	7
O=C(COC(=O)/C=C/c1ccc2c(c1)OCO2)NCc1ccccc1	-0.6	0.1	100	-2	-1	21	3	6.0	0	-3
O=C(COC(=O)c1ccc(S(=O)(=O)N2CCCC2)cc1)Nc1cccc(Br)c1	1.0	0.0	101	0	3	15	3	-0.3	1	-3
CCOC1=CC(=O)N(Cc2ccccc2)C1	-1.0	0.1	99	-1	5	7	-7	0.5	-2	2
CCOC1=C2CN(S(=O)(=O)c3ccc(C)cc3)[C@H](c3ccccc3)C[C@@H]2N(S(=O)(=O)c2ccc(Br)cc2)[C@H](c2ccccc2)C1	/	0.7	102	-9	14	/	-5	-0.5	-14	11
c1ccc(COc2nsnc2N2CCOCC2)cc1	0.5	-0.2	90	5	-11	-1	6	1.1	-2	-1
CCNc1cccc2c1C(=O)N(C)C2=O	1.1	-0.1	102	4	1	-6	6	0.7	1	2
O=C1CCCCC(=O)c2ccccc2N1	1.8	-0.2	99	-6	0	10	-2	-1.8	2	2
O=P(Cc1cccc2ccccc12)(c1ccccc1)c1ccccc1	-1.7	0.3	97	9	0	8	-16	-1.6	-1	-1
O=C(CCCn1ncn2c(cc3occc32)c1=O)NCc1cccc(Cl)c1	-0.8	-0.3	89	-1	6	-8	-1	-0.1	-2	2
CC(=O)c1c(C)[nH]c(C(=O)C(C)Sc2nnc(NC3CC3)s2)c1C (stereo not drawn)	-0.4	3.1	97	-26	3	0	2	0.0	-3	2
COc1ccc(NC(=O)c2ccc3c(c2)OCO3)cc1Cl	1.7	0.0	111	-16	-7	10	0	-2.2	-8	4
c1ccc2c(Cn3ccnc3)c[nH]c2c1	-0.5	0.0	98	1	-7	3	-3	-0.8	-1	2
NS(=O)(=O)c1ccc(N/N=C/C=C/c2ccccc2[N+](=O)[O-])cc1	-0.7	-0.2	112	12	-8	7	0	0.8	-1	3
Cc1csc(NC(=O)CSc2nc3sc(C)c(C)c3c(=O)[nH]2)n1	4.0	0.0	99	38	-5	-1	-1	2.9	0	1
CCN1C(=O)/C(=C\c2cn(-c3ccccc3)nc2-c2cccnc2)SC1=S	-1.9	0.4	103	1	0	-6	-1	-0.2	0	-3
Cc1occc1C(=O)NNC(=S)NCc1ccc(Cl)cc1	-2.8	-0.2	96	-9	-7	12	-6	-3.1	0	-2
COc1ccc(CN2CCOCCOCCOCCOCC2)cc1	-1.8	-0.1	100	6	-2	8	3	-0.7	2	0
